High-throughput results deposited in PubChem by University of Kansas High Throughput Screening Laboratory.
mHTT-CaM PPI inh: inhibitors of human mutant huntingtin-calmodulin interaction | AID 1671202 | inhibition, % at 15 µM | AlphaScreen His-mHTT/GST-CaM binding, luminescence | 3.6% of 190,000 active | P42858;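 also: 0% = both proteins with DMSO and 100% = one protein alone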
Target sequence (P42858 whole entry, looked up, stated change not applied): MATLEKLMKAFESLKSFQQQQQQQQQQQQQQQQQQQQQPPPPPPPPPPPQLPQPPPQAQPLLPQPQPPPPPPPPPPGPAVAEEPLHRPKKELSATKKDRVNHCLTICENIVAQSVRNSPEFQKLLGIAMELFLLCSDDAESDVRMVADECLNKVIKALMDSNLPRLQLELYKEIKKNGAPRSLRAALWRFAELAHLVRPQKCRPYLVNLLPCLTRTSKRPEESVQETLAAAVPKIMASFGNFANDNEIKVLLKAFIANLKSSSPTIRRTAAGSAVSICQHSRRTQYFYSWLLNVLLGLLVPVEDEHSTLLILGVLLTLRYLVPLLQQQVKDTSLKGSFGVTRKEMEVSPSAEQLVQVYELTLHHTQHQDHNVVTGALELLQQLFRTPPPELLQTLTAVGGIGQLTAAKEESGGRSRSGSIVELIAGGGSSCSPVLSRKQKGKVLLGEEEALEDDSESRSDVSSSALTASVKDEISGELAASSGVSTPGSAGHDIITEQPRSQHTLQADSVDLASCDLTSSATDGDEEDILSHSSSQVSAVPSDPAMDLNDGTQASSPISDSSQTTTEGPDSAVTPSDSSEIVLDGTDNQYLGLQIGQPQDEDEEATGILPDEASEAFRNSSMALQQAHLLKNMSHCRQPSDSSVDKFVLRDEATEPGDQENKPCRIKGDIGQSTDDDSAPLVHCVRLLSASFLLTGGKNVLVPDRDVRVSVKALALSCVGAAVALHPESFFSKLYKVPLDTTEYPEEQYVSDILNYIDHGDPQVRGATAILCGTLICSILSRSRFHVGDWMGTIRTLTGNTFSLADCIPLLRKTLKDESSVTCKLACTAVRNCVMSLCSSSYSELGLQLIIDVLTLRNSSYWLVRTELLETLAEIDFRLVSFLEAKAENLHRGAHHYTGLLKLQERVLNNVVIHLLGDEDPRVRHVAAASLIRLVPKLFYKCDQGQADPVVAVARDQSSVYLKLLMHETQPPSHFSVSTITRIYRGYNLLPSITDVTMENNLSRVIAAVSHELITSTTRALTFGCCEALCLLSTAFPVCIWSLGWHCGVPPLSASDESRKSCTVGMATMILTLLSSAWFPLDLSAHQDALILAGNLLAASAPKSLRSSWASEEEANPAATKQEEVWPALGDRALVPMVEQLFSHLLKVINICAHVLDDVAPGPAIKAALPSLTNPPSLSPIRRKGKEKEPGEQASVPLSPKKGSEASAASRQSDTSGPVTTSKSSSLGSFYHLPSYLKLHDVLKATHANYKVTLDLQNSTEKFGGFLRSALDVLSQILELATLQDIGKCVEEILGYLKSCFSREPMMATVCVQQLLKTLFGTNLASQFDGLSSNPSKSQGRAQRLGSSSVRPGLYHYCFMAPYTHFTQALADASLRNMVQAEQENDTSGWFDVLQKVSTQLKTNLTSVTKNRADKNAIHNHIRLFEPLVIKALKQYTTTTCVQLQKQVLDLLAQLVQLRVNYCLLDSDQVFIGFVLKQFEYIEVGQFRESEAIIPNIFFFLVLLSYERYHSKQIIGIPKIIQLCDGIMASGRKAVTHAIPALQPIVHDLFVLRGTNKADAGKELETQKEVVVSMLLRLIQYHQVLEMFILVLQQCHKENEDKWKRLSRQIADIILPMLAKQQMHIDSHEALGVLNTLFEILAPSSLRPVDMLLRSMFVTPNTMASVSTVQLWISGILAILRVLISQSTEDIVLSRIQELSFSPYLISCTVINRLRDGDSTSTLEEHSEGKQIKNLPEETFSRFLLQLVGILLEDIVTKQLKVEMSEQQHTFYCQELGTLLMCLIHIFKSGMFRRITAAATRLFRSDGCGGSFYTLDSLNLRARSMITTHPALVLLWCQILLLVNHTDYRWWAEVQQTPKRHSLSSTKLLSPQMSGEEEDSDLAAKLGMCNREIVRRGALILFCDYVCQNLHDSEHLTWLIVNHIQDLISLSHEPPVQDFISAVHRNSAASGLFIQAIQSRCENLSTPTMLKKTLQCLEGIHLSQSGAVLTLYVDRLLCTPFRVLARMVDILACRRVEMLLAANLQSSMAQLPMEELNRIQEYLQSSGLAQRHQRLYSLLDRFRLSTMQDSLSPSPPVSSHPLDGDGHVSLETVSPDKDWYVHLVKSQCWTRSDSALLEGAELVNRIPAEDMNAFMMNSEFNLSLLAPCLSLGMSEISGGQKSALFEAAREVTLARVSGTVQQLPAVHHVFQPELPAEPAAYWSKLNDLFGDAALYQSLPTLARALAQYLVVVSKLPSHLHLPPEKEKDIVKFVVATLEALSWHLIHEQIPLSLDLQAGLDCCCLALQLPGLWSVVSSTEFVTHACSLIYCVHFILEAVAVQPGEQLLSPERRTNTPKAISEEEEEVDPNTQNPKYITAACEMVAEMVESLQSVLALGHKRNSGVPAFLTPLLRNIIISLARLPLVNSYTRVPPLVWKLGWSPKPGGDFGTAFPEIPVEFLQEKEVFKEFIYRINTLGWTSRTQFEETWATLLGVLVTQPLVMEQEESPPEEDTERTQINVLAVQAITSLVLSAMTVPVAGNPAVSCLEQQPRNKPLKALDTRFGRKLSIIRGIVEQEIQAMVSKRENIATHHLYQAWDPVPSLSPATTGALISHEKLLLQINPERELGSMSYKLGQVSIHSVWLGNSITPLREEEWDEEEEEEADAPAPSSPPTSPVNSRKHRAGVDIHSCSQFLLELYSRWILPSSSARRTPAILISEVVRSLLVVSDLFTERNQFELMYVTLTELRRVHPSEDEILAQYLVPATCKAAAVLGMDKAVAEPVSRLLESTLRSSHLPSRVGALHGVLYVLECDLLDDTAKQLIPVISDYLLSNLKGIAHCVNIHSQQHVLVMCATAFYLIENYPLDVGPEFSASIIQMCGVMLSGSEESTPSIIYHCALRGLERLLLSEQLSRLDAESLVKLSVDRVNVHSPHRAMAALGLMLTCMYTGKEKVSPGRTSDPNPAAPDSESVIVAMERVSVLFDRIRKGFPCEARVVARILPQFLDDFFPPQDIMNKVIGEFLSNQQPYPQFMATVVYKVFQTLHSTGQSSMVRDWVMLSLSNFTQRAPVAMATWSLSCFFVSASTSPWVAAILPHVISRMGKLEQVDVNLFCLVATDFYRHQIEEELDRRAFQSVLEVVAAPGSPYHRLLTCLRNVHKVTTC
Pf apPOL block: Pf-apPOL DNA polymerase inhibition. inhibition, % at 10 µM. AID 1794808. 0.25% of 210,000 active. Recombinant Pf-apPOL, molecular beacon fluorescence, 1.5 h
Starred values were filed as active, the others as inactive; x = no result given; & = joins results of further samples. Rule as the data show it: active = inhibition above about 50%; inactive = the rest.

SMILES | mHTT-CaM PPI inh | Pf apPOL block
Cc1ccccc1CNC(=O)C1c2ccccc2CC(=O)N1C (centres undefined) | -0.8 | -2.2
COc1ccc(CC(=O)N2CC3(C)CC2CC(C)(C)C3)cc1OC (centres undefined) | 24.0 | 0.8
COc1ccc(CNC(=O)CN2C(=O)C3CCCN3C(=O)c3cccc(C)c32)cc1 (centres undefined) | 1.2 | -6.9
COc1ccc(CC(=O)Nc2nc(-c3ccccc3)c(C)s2)cc1OC | 33.3 | -2.7
Cc1ccc(-c2nc(-c3ccc4nnn(C)c4c3)no2)c(C)c1 | -9.5 | -6.4
Nn1c(SCc2nc3ccccc3[nH]2)nnc1-c1ccncc1 | 0.1 | 1.4
COc1ccccc1N1CCN(Cc2ccc([N+](=O)[O-])o2)CC1 | -2.6 | -7.3
COCCCNC(=O)C1CCN(c2nccnc2Oc2ccccc2C)CC1 | -4.0 | -7.3
O=C(c1cnccn1)N(Cc1ccco1)C1(C(=O)NC2CCCC2)CCCCC1 | -1.0 | 7.7
COc1ccc(-c2ccc3c(c2)c(Sc2ccccc2)c(-c2cc(OC)cc(OC)c2)n3C)cc1 | -16.7 | -6.0
N=C1C(c2nc3ccccc3c(=O)[nH]2)=C(O)CN1c1cccc(Cl)c1Cl | 32.0 | 5.9
Cc1ccsc1C(=O)N1CCCCC1CCN1CCOCC1 (centres undefined) | 4.8 | 0.2

Quoted from the entries so far for reference:
SMILES | mHTT-CaM PPI inh | Pf apPOL block
COc1ccc(CC(=O)Nc2nc(-c3ccccc3)c(C)s2)cc1OC | 33.3 | -2.7
Cc1ccc(-c2nc(-c3ccc4nnn(C)c4c3)no2)c(C)c1 | -9.5 | -6.4

The list continues:
SMILES | mHTT-CaM PPI inh | Pf apPOL block
CC(C)NC(=O)c1ccc(OCC2CCN(C(=O)c3ccc(F)c(F)c3)CC2)cc1 | 21.2 | -0.5
COC(=O)c1ccc(C(=O)NCC2(O)CCOCC2)cc1 | -13.7 | -5.2
COc1ccc(C2CCCN2C(=O)Nc2cc(OC)c(OC)c(OC)c2)cc1 (centres undefined) | 10.5 | -1.2
Cc1ccnc(NS(=O)(=O)c2ccc(NC(=O)c3cc(Cl)ccc3Cl)cc2)n1 | 3.0 | 1.6
COc1ccccc1NC(=O)CSc1nc(-c2cccs2)cc(C(F)(F)F)c1C#N | -45.0 | -1.9
Nc1ncnc(NCCc2ccc(Cl)cc2)c1[N+](=O)[O-] | 2.0 | 1.9
O=C(Nc1c2c(nn1-c1cccc(Cl)c1)CSC2)c1ccc([N+](=O)[O-])cc1 | 5.0 | -1.3
COc1ccc(/C=C2/SC(N3CCCC3)=NC2=O)cc1 | -1.0 | -1.6
Clc1cc2cccnc2c2ncccc12 | 100.1* | x
Cc1noc(C)c1S(=O)(=O)N1CCc2c(c(-c3nc(-c4ccccc4)no3)nn2C)C1 | -3.2 | -1.6
CCCCc1ccc(C(=O)Nc2ccc(C(C)=O)cc2)cc1 | -7.1 | -5.7
Cc1oc(C2CCN(C(=O)c3ccccc3F)CC2)nc1C(=O)N1CCCC1 | -4.5 | -0.6
COCCNC(=O)C1COC2(CCCCC2)N1C(=O)c1cccc(C(F)(F)F)c1 (centres undefined) | 3.5 | 2.2
O=C1CSC(c2ccccc2F)N1c1cc(Cl)cc(Cl)c1 (centres undefined) | -41.0 | -1.1
CCOc1ccc(N2C(=O)CC(Sc3ccccc3C(=O)O)C2=O)c([N+](=O)[O-])c1 (centres undefined) | 7.9 | 4.6
CCOC(=O)Cc1ccc(NC(=O)N2CCCn3nc(-c4ccncc4)cc3C2)cc1 | 8.0 | -9.9
Cc1ccc(C)c(-c2nnc(NC(=O)c3cccc4ccccc34)o2)c1 | 21.1 | -10.7
COc1ccc(/C=C(/NC(=O)c2ccc(Cl)cc2)C(=O)NCc2cccnc2)cc1OC | 17.0 | 14.7
CCOc1ccc(C(=O)N2CCN=C2N2CCCCC2)cc1 | -1.6 | -2.4
COc1ccc(N2C(=O)CC(Sc3nc4ccccc4c(=O)n3-c3ccccc3)C2=O)cc1 (centres undefined) | 2.5 | -4.7
N#Cc1cc2ccc([N+](=O)[O-])cc2c2ccccc12 | x | -1.3
O=C(NC1CCN(c2nnc3ccc(Cl)cn23)CC1)c1ccco1 | -3.5 | -0.6
CC1=C(C)CC(C(=O)NCc2c(F)cccc2Cl)C(C(=O)O)C1 (centres undefined) | x | -3.3
CN(C)CCNc1nc2c(c(=O)[nH]c(=O)n2C)n1Cc1ccccc1Cl | -4.0 | 3.5
CSc1cccc(NC(=O)COc2ccccc2C)c1 | -12.2 | -3.1
N#Cc1c(-c2ccccc2)cc(-c2ccccc2)[nH]c1=O | x | -9.6&-10.1
Cc1ccc(C(=O)NCCCc2ccccc2)cc1C | -9.8 | -0.9
Cc1ccc(CN2CCN(C3CCN(C(=O)Nc4cccc(C)c4)CC3)C2=O)cc1 | 0.9 | -9.1
Cc1nn(-c2ccc(F)cc2)c2nc(N3CCC(NC(=O)C(C)C)CC3)sc12 | 1.9 | -2.2
COc1ccc(C2CCCN2C(=O)c2cccc(F)c2)cc1 (centres undefined) | -3.1 | -3.2
CCN1C(=O)c2cccnc2Sc2cc(NC(=O)C3CCCCC3)ccc21 | 0.0 | 0.9
Cc1ccn2c(=O)c(C3=Nc4ccccc4C3=O)c(O)nc2c1 | -4.0 | -1.2
N#Cc1ccc(C(=O)OCc2nc3ccccc3s2)cc1 | -18.5 | 0.6
NC(=O)C1CCN(Cn2nnc3ccccc32)CC1 | x | -6.7
COc1ccc(-c2cc(C(=O)N(C)C)no2)cc1 | -6.4 | -5.8
CCC(C)(C)C(=O)Nc1cc(C)on1 | -5.5 | x
CC(Cl)C(=O)N1CCC(N2CCC(C(=O)N(C)Cc3ccccc3)CC2)CC1 (centres undefined) | 22.2 | -4.2
Cc1ccc(Cl)cc1NC(=O)c1ccc([N+](=O)[O-])c(C)c1 | -8.2 | -3.2
CCOc1ccc(NC(=O)C2CCCN(c3cn[nH]c(=O)c3)C2)cc1 (centres undefined) | 3.1 | -2.9
Cc1ccc([N+](=O)[O-])cc1N=Cc1ccc(Br)c([N+](=O)[O-])c1 | 8.0 | 1.5
COc1ccccc1CNC(=O)C1CCN(S(=O)(=O)N2CCCC2)CC1 | -3.0 | -13.0
NC(=O)c1c(NC(NC(=O)c2cccs2)C(=O)c2ccccc2)sc2c1CCCC2 (centres undefined) | 32.0 | 2.8
C#CCCNC(=O)C(C)(C)C | -7.5 | -6.3
c1ccc(Sc2ncnc3nc[nH]c23)nc1 | 2.6 | 4.6
CCCNC(=O)c1c(-c2ccccc2)noc1C | -2.5 | -2.1
COc1ccc2nc(-c3ccccc3)cc(C(=O)NN)c2c1 | 3.7 | -5.2
CCNc1[nH]c(=S)nc2sc3c(c12)CCN(C)C3 | x | 0.8
NC(=O)C1CCCN(Cc2ccc(F)cc2)C1 (centres undefined) | 3.0 | -10.7
CC(C)NC1CCCc2c1[nH]c1ccc([N+](=O)[O-])cc21 (centres undefined) | 11.8 | -3.3
CN(C)C(=O)COc1ccc2c3c(c(=O)oc2c1)CCCC3 | 6.0 | 9.0
COc1ccccc1CNC(=O)c1cnn2c(C)c(Cc3ccc(C)cc3)c(C)nc12 | 4.0 | -8.8
O=C(Nc1cnc2ccccc2c1)c1cccc(F)c1 | 0.8 | -9.3
CCc1ccc(NC(=O)N2CCCC(c3cccc(C(=O)NCCN(C)C)c3)C2)cc1 (centres undefined) | 7.0 | -7.1
COc1ccccc1-n1c(O)c(C=Nc2cccc(C)c2)c2ccccc2c1=O | 37.0 | 8.2
O=S(=O)(c1ccc2c(c1)OCCO2)N1CCCCCC1 | -13.2 | x
CCN(CCC(=O)Nc1cc(OC)cc(OC)c1)Cc1ccccc1 | -1.4 | 10.7
COc1ncc(C(=O)NCc2ccccc2C)cn1 | -7.5 | -1.4
CCN(CC)CCOC(=O)C1(C2CCCCC2)CCCCC1 | x | -4.3
COc1cccc(OCC(=O)c2ccc(O)cc2O)c1 | 1.1 | 1.8
COc1ccccc1CNC(=O)c1cnn2c(C)c(Cc3ccccc3C)c(C)nc12 | 27.0 | -13.6

(cont.)
SMILES | mHTT-CaM PPI inh | Pf apPOL block
CCOc1cc(C2C=C(c3cccc(C)c3)Nc3nnnn32)ccc1OC(F)F (centres undefined) | -3.0 | -17.5
CN(C(=O)COc1ccccc1C(=O)NCCc1ccccc1)c1ccccc1 | 3.5 | -2.9
CCc1c(O)nc(SCC(=O)NC2CCCCC2)n(-c2ccc(F)cc2)c1=O | 5.3 | -10.2
CCOC(=O)/C=C/c1ccc(C(F)(F)F)cc1S(=O)(=O)NC(C)C | 26.1 | 9.9
CCC1=NS(=O)(=O)c2cccnc2N1c1ccc(Cl)c(F)c1 | -3.6 | 0.2
CC(C)CCNC(=O)c1ccc(Cn2nnc3ccccc3c2=O)cc1 | 20.0 | -6.6
O=[N+]([O-])c1ccc(Nc2ccc3c(c2)OCCO3)nc1 | 4.6 | x
Cc1ccc(C(=O)N2CCN(C(=O)c3nnn4c3COC(c3ccc(C)cc3)C4)CC2)cc1 (centres undefined) | 4.8 | -2.6
O=C1C=CC(=O)C(c2cc(C(F)(F)F)ccc2Cl)=C1 | 60.0* | -3.0
O=C(CSc1nnnn1-c1ccccc1)Nc1ccc(S(=O)(=O)Nc2nccs2)cc1 | 13.3 | -3.3
O=C(CSc1nnnn1C1CCCCC1)N1CCOCC1 | -8.4 | 2.7
CCOC(=O)c1ccc(NC(=O)N2CCCC2c2cc(C)on2)cc1 (centres undefined) | -8.5 | -6.8
O=C(O)CN1C(=O)SC(=Cc2ccccc2[N+](=O)[O-])C1=O | -4.4 | 4.6
O=C(NCC1CN(c2ccc3c(c2)OCO3)C(=O)O1)c1ccco1 (centres undefined) | -8.5 | -9.6
Cc1ccc(S(=O)(=O)N2CCC(CN3CCCC(C)C3)CC2)cc1Cl (centres undefined) | -4.1 | -0.3
Cc1[nH]c(=O)n(C)c(=O)c1CCC(=O)Nc1ccccc1C(F)(F)F | 5.3 | -5.2
Cc1nc(-c2ccc(NC(=O)c3ccc(C(F)(F)F)nc3C)cc2)cs1 | x | 1.6
CCCc1nc2c(c(=O)n1CC(=O)NCC1CCCO1)CCN(Cc1ccccc1)C2 (centres undefined) | 14.6 | -6.0
O=C(NC1CCCCCC1)C1CCc2sc(C(=O)N3CCOCC3)cc2C1 (centres undefined) | -1.6 | 0.6
O=C(CCOc1ccccc1)NCC1OCCc2ccccc21 (centres undefined) | 2.0 | 0.7
O=C(c1cc2sccc2n1Cc1ccccc1F)N1CCOCC1 | 5.6 | -3.6
CS(=O)(=O)Oc1ccc2c(c1)OC(=Cc1cccc(Cl)c1)C2=O | 10.5 | -5.0
Cc1cccc2c1C(=O)NC1(CCN(C(=O)Cc3cccs3)CC1)N2 | 18.3 | 15.0
C=CCn1c(C(=O)NC2CC2)cc2sc(Br)cc21 | -0.9 | -5.0
CS(=O)(=O)N1CCC(OCc2nc(-c3cccnc3)no2)CC1 | -7.5 | -3.0
CC(C)c1ccc(OCC(O)Cn2cnc3ccccc32)cc1 (centres undefined) | 5.7 | -2.2
N#Cc1cnc2ccccc2c1N1CCC(C(=O)Nc2ccccc2F)CC1 | -8.2 | 2.9
CS(=O)(=O)N1CCCc2cc(S(=O)(=O)N3CCCC3)ccc21 | -4.9 | x
Cc1ccc(C(=O)N(C)C2CCCCC2)c(C2CCN(C(=O)C3CC3)CC2)n1 | 2.2 | -5.0

Arranged by molar mass (smallest number first): some entries from above.
SMILES | mHTT-CaM PPI inh | Pf apPOL block
O=[N+]([O-])c1ccc(Nc2ccc3c(c2)OCCO3)nc1 | 4.6 | x
O=C1C=CC(=O)C(c2cc(C(F)(F)F)ccc2Cl)=C1 | 60.0* | -3.0
O=C(O)CN1C(=O)SC(=Cc2ccccc2[N+](=O)[O-])C1=O | -4.4 | 4.6
CC(C)c1ccc(OCC(O)Cn2cnc3ccccc32)cc1 (centres undefined) | 5.7 | -2.2
O=C(CCOc1ccccc1)NCC1OCCc2ccccc21 (centres undefined) | 2.0 | 0.7
C=CCn1c(C(=O)NC2CC2)cc2sc(Br)cc21 | -0.9 | -5.0
O=C(NCC1CN(c2ccc3c(c2)OCO3)C(=O)O1)c1ccco1 (centres undefined) | -8.5 | -9.6
CS(=O)(=O)N1CCC(OCc2nc(-c3cccnc3)no2)CC1 | -7.5 | -3.0
CCOC(=O)c1ccc(NC(=O)N2CCCC2c2cc(C)on2)cc1 (centres undefined) | -8.5 | -6.8
O=C(c1cc2sccc2n1Cc1ccccc1F)N1CCOCC1 | 5.6 | -3.6
CS(=O)(=O)Oc1ccc2c(c1)OC(=Cc1cccc(Cl)c1)C2=O | 10.5 | -5.0
Cc1cccc2c1C(=O)NC1(CCN(C(=O)Cc3cccs3)CC1)N2 | 18.3 | 15.0
N#Cc1cnc2ccccc2c1N1CCC(C(=O)Nc2ccccc2F)CC1 | -8.2 | 2.9
Cc1nc(-c2ccc(NC(=O)c3ccc(C(F)(F)F)nc3C)cc2)cs1 | x | 1.6
Cc1ccc(C(=O)N(C)C2CCCCC2)c(C2CCN(C(=O)C3CC3)CC2)n1 | 2.2 | -5.0
Cc1ccc(S(=O)(=O)N2CCC(CN3CCCC(C)C3)CC2)cc1Cl (centres undefined) | -4.1 | -0.3
O=C(NC1CCCCCC1)C1CCc2sc(C(=O)N3CCOCC3)cc2C1 (centres undefined) | -1.6 | 0.6
CCCc1nc2c(c(=O)n1CC(=O)NCC1CCCO1)CCN(Cc1ccccc1)C2 (centres undefined) | 14.6 | -6.0
Cc1ccc(C(=O)N2CCN(C(=O)c3nnn4c3COC(c3ccc(C)cc3)C4)CC2)cc1 (centres undefined) | 4.8 | -2.6
O=C(CSc1nnnn1-c1ccccc1)Nc1ccc(S(=O)(=O)Nc2nccs2)cc1 | 13.3 | -3.3

Only part of the results is shown, so the mix of outcomes need not match the whole.
